Screening data: PubChem BioAssay, several laboratories
SR-BI DiI inh = blocks mouse SR-BI lipid uptake from DiI-HDL; Q61009; ldlA[mSR-BI] CHO cells, DiI-HDL uptake fluorescence, 3 h; inhibition, % at 12.5 µM; 0.96% of 320,000 active; AID 488896;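 active = mean replicate inhibition of at least 70% and a set share of replicates each scoring 70 or more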;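 note: 0% = median of neutral control wells and 100% = median of positive control wells; values of inactives mirror those of a sister screen read the other way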
Target sequence (Q61009 whole entry, looked up): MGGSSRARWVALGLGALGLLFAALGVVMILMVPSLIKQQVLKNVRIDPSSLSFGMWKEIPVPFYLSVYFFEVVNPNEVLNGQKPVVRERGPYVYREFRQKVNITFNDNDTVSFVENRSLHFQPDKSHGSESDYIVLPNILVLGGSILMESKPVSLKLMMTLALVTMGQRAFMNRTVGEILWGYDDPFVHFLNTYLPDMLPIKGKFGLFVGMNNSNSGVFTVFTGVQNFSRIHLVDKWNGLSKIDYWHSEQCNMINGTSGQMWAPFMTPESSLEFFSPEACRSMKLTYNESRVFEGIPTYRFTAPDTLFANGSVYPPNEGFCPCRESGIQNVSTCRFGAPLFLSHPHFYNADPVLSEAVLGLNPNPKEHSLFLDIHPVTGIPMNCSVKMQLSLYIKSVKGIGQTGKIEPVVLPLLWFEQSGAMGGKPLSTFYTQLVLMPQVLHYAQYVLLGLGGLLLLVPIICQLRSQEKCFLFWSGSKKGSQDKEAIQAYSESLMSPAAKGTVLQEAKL
Mot1-301 SUMO = inhibitors of SUMOylation pathway: yeast Mot1-301 growth rescue; S. cerevisiae Mot1-301 growth rescue, ATP luminescence, 38.5C; percent above DMSO median, 100 means doubled; growth rescue, % at 18.8 µM; 1% of 320,000 active; AID 2716;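 active = every valid replicate shows activation above 250% relative to neutral control wells; inactive = the rest, any valid replicate at or below 250%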;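 note: OY570 slx delta 5 strain wells were the positive control but not used for scaling; some compounds called inactive have numbers as strong as hits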
SR-BI uptake up = activators of SR-BI mediated HDL lipid uptake; CHO ldlA[mSR-BI] cells, DiI-HDL uptake fluorescence, 3 h; 100 = double the neutral-control signal; activation, % at 12.5 µM; 0.096% of 320,000 active;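 active = mean replicate activation of at least 60% and every replicate at or above 60%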;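 note: 0% = median plate neutral-control signal and 100% = twice that signal; values of inactives mirror those of a sister screen read the other way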
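Test system: SR-BI-overexpressing, LDLR-lacking CHO cells; Also added: labelled HDL, 10 µg/mL; Measured by: bottom-read cell fluorescence after medium removal, ex 550/em 595 nm; Timing: 3 h uptake period with compound, 37 °C; Buffer or medium: F12, 0.5% BSA, 25 mM HEPES; Doses: single compound concentration, delivered by pin transfer.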
Arr AP2 block = human beta-arrestin and AP2 interaction inhibition | FITC-arrestin peptide / GST-AP2 beads, flow cytometry; AP2 beta2 appendage carries R879A mutation | inhibition, % at 10 µM | 0.31% of 340,000 active | AID 504490;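 active = inhibition above a set limit, near 3 SD of compounds lacking own fluorescence, cut at about 54% in these data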;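 note: plate controls were DMSO wells for no effect and 5 µM unlabelled arrestin peptide for full effect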
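Measured by: flow cytometry, FL1 (488/535 nm); Material: AP2 appendage R879A on GSH beads; Evaluation: percent response; Timing: pre-incubation 12 min, peptide binding 1 h, room temperature; Also added: 50 nM FITC-arrestin peptide; Medium: PBS with 0.05% Tween 20 and 0.1% BSA.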
dFosB activator = activators of mouse delta FosB homodimer; P13346; purified delta FosB, TAMRA-CDK5 oligo fluorescence polarization; percent of positive-control signal above neutral wells; activation, % at 25 µM; 0.99% of 340,000 active;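 active = mean activation above about 17%, with every replicate also reaching it, limit read from the data, passing the limit was not always enough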;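 note: fluorescence polarization rise as delta FosB binds a TAMRA Cdk5 AP-1 oligo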
Target sequence (P13346 whole entry, looked up): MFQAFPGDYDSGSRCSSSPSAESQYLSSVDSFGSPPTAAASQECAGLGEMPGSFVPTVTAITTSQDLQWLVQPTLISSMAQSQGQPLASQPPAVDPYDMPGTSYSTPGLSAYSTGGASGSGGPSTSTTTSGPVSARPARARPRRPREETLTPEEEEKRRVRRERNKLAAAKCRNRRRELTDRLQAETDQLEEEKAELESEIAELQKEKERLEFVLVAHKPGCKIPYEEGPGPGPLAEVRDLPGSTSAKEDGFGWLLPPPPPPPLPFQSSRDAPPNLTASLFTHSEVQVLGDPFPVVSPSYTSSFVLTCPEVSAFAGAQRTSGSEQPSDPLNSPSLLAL
NSD2 HMT inh = blocks human histone methyltransferase NSD2; NSD2 peptide methylation, AlphaScreen, 120 min; inhibition, % at 12.5 µM; 0.54% of 310,000 active; AID 743445; in the data active = inhibition above about 50%
PKA-R2B activ = activates the human PKA-R2B holoenzyme complex; P22694+P31323; PKA-R2B holoenzyme dissociation, Cy5-IP20 fluorescence polarization; R2B truncated from residue 108, S112A mutant; 0% DMSO only, 100% 113 µM cGMP; activation, % at 11.4 µM; 0.079% of 340,000 active;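 active = activation above a cutoff set at the mean over all compounds plus 3 SD, cut at about 18% in these data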;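 note: higher means more holoenzyme dissociation and a rise in polarization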
MITF TRPM1 HTS = MITF TRPM1 promoter activation in melanoma cells; SK-MEL-5 TRPM1-promoter luciferase, 24 h; % of positive control, neutral wells = 0; activation, % at 12.5 µM; 0.75% of 300,000 active; AID 588334;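 active = mean activation of at least 80% with every replicate also reaching 80%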;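 note: 0% = neutral control wells and 100% = parthenolide positive control wells; values of inactives mirror those of a sister screen read the other way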
DSG3 Ab inh = inhibitors of pemphigus antibody binding to human desmoglein-3; binding (percent of control), % at 10 µM; DSG3-coupled beads, scFv-anti-DSG3-GFP binding, flow cytometry; active compounds read low; 0.48% of 310,000 active; AID 588358;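 active = binding more than 3 SD below its plate's average and above zero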;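 note: hits lower antibody fragment binding to DSG3; some compounds called inactive have numbers as strong as hits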
CDK5 inh = blocks human CDK5/p35 kinase activity; Recombinant CDK5/p35, ADP-Glo luminescence, 60 min; inhibition, % at 10 µM; 0.01% of 330,000 active; AID 488839;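 active = highest replicate inhibition of at least 50% and at least 75% of replicates reaching 50%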;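 note: plate controls were DMSO neutral control for no effect and GW8510 at 10 µM for full effect; many of its hits are not listed in these tables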
PKA-R1A activ = activates the PKA-R1A holoenzyme complex. P00514+P68181. 0.083% of 340,000 active. activation, % at 11.4 µM. AID 504707. PKA-R1A dissociation, Cy5-IP20 fluorescence polarization; scaled: DMSO 0%, 113 µM cGMP 100%;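 active = percent activation above the mean of all tested compounds plus 3 SD, cut at about 19% in these data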;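 note: higher means more PKAc released from R1A so a rise in polarization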
* = called active by the depositor; nt = no result given.

SR-BI DiI inh	Mot1-301 SUMO	SR-BI uptake up	Arr AP2 block	dFosB activator	NSD2 HMT inh	PKA-R2B activ	MITF TRPM1 HTS	DSG3 Ab inh	molecule	CDK5 inh	PKA-R1A activ
41	nt	-41	5	2	nt	7	2	100	O=C(Cc1cccc(NC(=O)C2CCCN(C(=O)CCc3ccccc3)C2)c1)Nc1cccc(C(=O)N2CCOCC2)c1 (stereo not drawn)	0.8	-7
-15	16	15	-7	-3	1	0	1	99	CCCS(=O)(=O)N1CCCC(C(=O)NCc2ccco2)C1 (stereo not drawn)	-1.9	-16
7	5	-7	-5	1	24	-5	nt	97	CCOC(=O)CSc1nnc(CSc2nc3sc4c(c3c(=O)[nH]2)CCC4)n1C	-1.9	-1
5	67	6	25	-5	-2	-9	38	99	COc1cc2c(cc1NCc1ccc3c(c1)OCO3)oc1ccccc12	1.4	-3
-25	-14	25	-12	3	0	-3	-10	101	CC(C)CCN1CC(C(=O)NC(C)C)CC1=O (stereo not drawn)	1.9	-12
-3	16	3	-9	-7	7	-5	-13	90	C1CCN(C2CCN(c3nc4nonc4nc3N3CCSCC3)CC2)C1	-0.2	-2
nt	-12	nt	-4	-1	-4	-3	4	115	Cn1c(=O)oc2cc(S(=O)(=O)NCc3ccc(C(=O)O)cc3)ccc21	3.0	-6
20	-12	-20	2	-52	-5	2	nt	nt	Cc1nn2c(-c3ccccc3)nnc2c2ccccc12	-2.2	-7
-15	-8	15	8	-9	3	-3	4	128	O=C(CNC(=S)N(Cc1ccccc1)Cc1cccnc1)NC1CCCCC1	0.4	0
-1	8	1	-8	-8	-6	-9	8	105	Cc1ccc(NC(=O)C(C)OC(=O)CCC2CCCCC2)cc1 (stereo not drawn)	-0.2	-11
19	nt	-19	32	-2	nt	-12	3	98	COC(C[C@@H](O)CC(=O)COCc1ccccc1)OC	-0.8	-2
nt	15	nt	16	-4	0	-1	-5	102	COc1ccc(N(CC(=O)NCc2ccccc2)C(=O)CCC(=O)Nc2cc(C)ccn2)c(OC)c1	0.9	-10
13	8	-13	-4	-17	3	2	-7	95	CCOC(=O)c1c(C)[nH]c(C)c1C(=O)COC(=O)c1ccc(Cl)c(S(N)(=O)=O)c1	-0.3	1
-2	-6	2	nt	3	nt	1	-10	98	C[C@@H]1CN([C@H](C)CO)C(=O)c2cccc(NS(=O)(=O)c3cccs3)c2O[C@H]1CN(C)Cc1ccccc1	8.9	7
-6	-13	6	-4	8	-1	-1	-2	100	CC1=C(C(=O)OCC2CCCO2)C(c2ccccc2Cl)NC(=O)N1 (stereo not drawn)	-0.2	-4
29	-5	-29	3	-4	-1	2	2	101	Cc1cccc(C(=O)NC2CCN(CC(=O)Nc3ccc4c(c3)OCO4)CC2)c1	-1.6	-2
5	24	-5	43	-8	2	7	7	107	CC(=O)NS(=O)(=O)c1ccc(NC(=O)c2ccc(NC(=O)c3cccs3)cc2)cc1	0.8	-3
-22	-12	22	0	-7	19	-3	-84	98	Cc1[nH]c(=O)c(C(=O)/C=C/c2ccccc2F)c2c1CCCC2	0.2	-9
-24	-11	24	7	4	1	-10	-7	99	N#CCCCN1C(=O)C(O)(CC(=O)c2ccc3c(c2)OCCO3)c2ccccc21 (stereo not drawn)	0.0	-13
-2	494*	nt	-3	9	-2	-1	-15	nt	N#Cc1cc([N+](=O)[O-])cnc1NCC(O)CO (stereo not drawn)	-1.4	-3
-12	-1	12	66*	-13	-5	3	5	97	CC(C)NC(=O)NC(=O)CSc1nnc(C(F)(F)F)n1C	-2.8	-4
-6	nt	6	0	-9	2	-2	-97	90	O=S(=O)(/C(=C\c1ccc(C(F)(F)F)cc1)c1nc2ccccc2[nH]1)c1ccccc1	1.4	-7
0	-19	0	9	-7	-2	3	6	102	Cc1nccn1CCCNC(=O)CC1C(=O)NCCN1Cc1ccc(F)cc1Cl (stereo not drawn)	-0.4	-2
-9	nt	9	-4	-1	0	0	-2	97	O=C(C1=NNCC1c1ccccc1)C1CO1 (stereo not drawn)	1.3	-2
-15	-21	15	-6	-5	-23	4	15	109	COC(=O)C1=CN(C(C)C)C=C(C(=O)OC)C1c1cccc(OC)c1	1.9	0
nt	303	nt	-5	-16	2	-2	4	127	Cc1cc(NC(=O)CCC(=O)N(c2cccc(F)c2)C(C(=O)NC2CCCC2)c2ccc(C)o2)no1 (stereo not drawn)	0.4	5
6	6	-6	5	-11	10	1	7	nt	CC(C)c1ccc(NC2CCCN(C(=O)c3cccc(N4CCNC4=O)c3)C2)cc1 (stereo not drawn)	0.9	-7
14	-20	-14	2	-3	2	-1	-7	92	CCOC(=O)N1CC=C2C(C#N)=C(N)C(C#N)(C#N)[C@H](c3ccc(OCC)c(OCC)c3)[C@H]2C1	-0.4	3
-10	254	10	-9	1	-3	-2	7	105	Cc1cccc(NC(=O)c2ccc(Cl)nc2)n1	-0.2	4
45	-6	-45	-8	-12	nt	-12	-1	103	CC(C)(C)OC(=O)[C@H](Cc1ccccc1)NC(=O)c1nc[nH]c1C(=O)NC1CCN(C(=O)OC(C)(C)C)CC1	-0.7	-14
-10	-9	10	34	-17	0	-6	-4	105	COc1cccc(OCCNC(=O)c2cc([N+](=O)[O-])cc([N+](=O)[O-])c2)c1	-0.1	-8
-26	-18	26	7	4	-1	-1	-8	108	Cc1cc(Oc2ccccc2)nc(SCC(N)=O)n1	0.0	-11
-25	-7	25	13	2	nt	-1	5	94	Cc1cc(NC(=O)Nc2cccc([N+](=O)[O-])c2)no1	0.2	5
-21	-18	21	-8	0	-5	-3	-13	103	O=c1sc2ccccc2c(N2CCOCC2)c1[N+](=O)[O-]	0.6	-6
-25	24	25	-5	-3	-1	5	-1	101	CC(=O)c1cccc(S(=O)(=O)N(Cc2cc3cc4c(cc3[nH]c2=O)OCCO4)CC2CCCO2)c1 (stereo not drawn)	-1.2	5
-6	nt	6	-1	-4	-1	3	6	99	Clc1nnc2c3ccccc3ccn12	0.7	11
66	-2	-66	12	7	-2	-9	51	95	COc1cc(/C=N/Nc2ccccc2[N+](=O)[O-])ccc1OC(=O)c1ccccc1F	-3.2	-1
2	-13	-2	-3	-10	-1	0	10	nt	O=C(CNCc1ccccc1Cl)Nc1cc(S(=O)(=O)N2CCOCC2)ccc1Cl	-1.2	-6
-8	-5	8	7	-1	14	-7	4	101	CN(c1cccc(NS(=O)(=O)c2cccc([N+](=O)[O-])c2)c1)S(C)(=O)=O	0.3	0
-40	24	40	0	-3	1	6	-3	103	CCS(=O)(=O)N1CCC(C(=O)NCc2cccnc2)CC1	1.5	-6
5	7	-5	-6	-4	-1	-5	32	97	CCN(CC)Cc1c(O)ccc2c(=O)c(-c3ccccc3)coc12	-6.0	-9
1	22	-1	-8	-4	2	-5	-9	107	CCn1c(SCc2cccc(C(F)(F)F)c2)nnc1-c1ccco1	3.5	-2
-14	50	14	-1	-3	0	6	nt	100	Cc1nc(Cl)sc1C(=O)O	1.6	3
-6	-7	6	14	-5	nt	-3	nt	102	CCC(C)NC(=O)c1cc(-c2ccccc2O)on1 (stereo not drawn)	-1.5	0
2	21	-2	12	-7	0	-6	14	98	CC1(C)CC(=O)c2c(Cc3ccccc3)noc2C1	0.6	-5
-17	-24	17	29	-6	0	-2	-3	99	Cc1ccc(NC(=O)CSCc2cc(=O)n3ccsc3n2)cc1	-0.1	8
29	7	-29	-1	-7	9	-3	-6	101	O=C(COC(=O)C1(c2ccc(Cl)cc2)CCCC1)Nc1ncc(C(F)(F)F)cc1Cl	0.0	-1
-23	-16	23	-8	-10	1	9	50	98	O=C(c1cc(COc2c(F)cccc2F)on1)N1CCC(c2ccccc2F)C1 (stereo not drawn)	-3.1	4
-6	11	6	-9	3	1	-1	-4	nt	O=C(Nc1nccs1)c1cc(S(=O)(=O)N2CCCCC2)ccc1Cl	-0.1	-11
5	24	-5	-1	-19	-3	-8	3	82	Cc1ccc(-n2nc(C)c(/C=N/NC(=O)c3cccnc3)c2Cl)cc1	-0.6	1
-3	487*	3	-14	-10	9	13	7	101	CCOc1ccc(N(CC)S(=O)(=O)c2cccc3nsnc23)cc1	0.4	-10
-17	23	17	13	1	-1	3	nt	99	CCn1c(=S)[nH]c2nc3c(cc2c1=O)CCCC3	0.2	-1
2	2	-2	39	-5	-2	-3	-4	103	CCCCn1c(N)c(N(CC)C(=O)CSc2nnc(-c3ccco3)n2CC)c(=O)[nH]c1=O	1.0	-1
-18	1	18	-7	-1	-3	-4	-7	100	CC(C)(C)N1NC(=O)Nc2ccccc2C1=O	-0.2	2
nt	5	nt	6	3	2	-13	-5	104	Cc1noc(C)c1CSc1ncnc2sc3c(c12)CCCCC3	-4.6	2
-3	159	3	13	-8	-4	3	-2	108	O=C(O)C/C(=C\c1cc(Br)cs1)c1nc2ccccc2o1	0.1	-7
8	-24	-8	11	-9	3	3	49	96	COc1ccccc1C(=O)COC(=O)c1ccc(N(C)C)cc1	-1.2	-9
34	3	-34	20	-3	0	0	5	100	Cc1cc(C)n(CC(=O)N2CCCC(N3CCN(c4cccc(C(F)(F)F)c4)CC3)C2)n1 (stereo not drawn)	0.7	6
-1	-17	1	-3	-19	8	-8	9	104	CCOC(=O)c1sc(NC(=O)CSc2nnnn2-c2ccc(C)c(C)c2)nc1C	2.4	1
4	1	-4	44	-2	-3	-1	0	99	CC(CNC(=O)C1CCCN(S(=O)(=O)N2CCOCC2)C1)c1ccccc1 (stereo not drawn)	nt	1
13	0	-13	19	-13	2	-1	-16	98	Cc1cccc(OCc2nnc(SCC(=O)N(C(C)C)C(C)C)n2Cc2ccco2)c1C	-0.4	-12

Printed as active in Mot1-301 SUMO (from the list above):
SR-BI DiI inh	Mot1-301 SUMO	SR-BI uptake up	Arr AP2 block	dFosB activator	NSD2 HMT inh	PKA-R2B activ	MITF TRPM1 HTS	DSG3 Ab inh	molecule	CDK5 inh	PKA-R1A activ
-2	494*	nt	-3	9	-2	-1	-15	nt	N#Cc1cc([N+](=O)[O-])cnc1NCC(O)CO (stereo not drawn)	-1.4	-3
-3	487*	3	-14	-10	9	13	7	101	CCOc1ccc(N(CC)S(=O)(=O)c2cccc3nsnc23)cc1	0.4	-10
